Source: PubChem BioAssay (National Center for Advancing Translational Sciences (NCATS))
KDM4E inh – JMJD2E (human) inhibition. B2RXH2. JMJD2E catalytic domain, FDH-coupled NADH fluorescence (FDH is formaldehyde dehydrogenase). Potency, µM (top dose mostly 57.1 µM), for inactives: at the top dose activity change, negative = inhibition, usual class: inhibitors. 1.6% of 230,000 active. AID 2147; active means well fitted inhibition curve with a large enough effect, not every such curve was filed as active; inconclusive means small, poorly fitted or top-dose-only effect, or another doubt; inactive means no such curve, though single readings can be large or run the other way;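 further: 0% = wells with enzyme and -100% = buffer wells without enzyme; nearly all actives have a fitted effect of over 50% in size; many of its hits are not listed in these tables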
RECQ1 helicase – RECQ1 (human) helicase inhibition | 0.54% of 240,000 active | Potency, µM (doses to about 57.3 µM), inactives show top-dose activity, negative = inhibition, most hits filed as inhibitors | P46063 | AID 2549 | RECQ1 DNA unwinding, red fluorescence kinetic read;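 further: plate controls were vehicle for no effect and no enzyme for full effect; nearly all actives have a fitted effect of over 30% in size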
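50 nM RECQ1T1 preincubated 15 min with compound in Tris pH 8.0 buffer with MgCl2, DTT, Tween-20 and 2.5 ug/ml poly(dI-dC); started with 200 nM TAMRA/BHQ-2 forked duplex and 2 mM ATP. Unwinding read as fluorescence (525/598 nm), two reads 2 h apart.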
SMN2 splice enh – increases expression of the SMN2 splice variant. Potency, µM (series often up to 46.1 µM), for the others: at the top dose activity change, positive = activation, actives largely listed as activators. 2.8% of 210,000 active. HEK293 SMN2-luciferase splicing reporter, luminescence, 30-36 h; further: % of control where 0% means no effect; nearly all actives have a fitted effect of over 55% in size
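HEK293 cells carry an SMN2 […]–luciferase reporter in which exon 7 inclusion puts luciferase in frame. Cells were plated 10-12 h before compound addition, then incubated 30-36 h at 37C. ONE-Glo luminescence was read; sodium butyrate at 4.5 mM final served as control.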
LMNA splice mod – modulators of lamin A splicing. 0.01% of 200,000 active. Potency, µM (top dose mostly 46.1 µM), for inactives: top-dose ratio change, negative = inhibition, usual class: inhibitors. AID 1487. HeLa LMNA splicing GFP/RFP minigene ratio, 48 h; active means well fitted inhibition curve with a large enough effect in the signal ratio, with a control signal flat, not every such curve was filed as active; inconclusive means small, poorly fitted or top-dose-only effect, or effect the other way, or a change in a side signal; the % refers to the signal ratio; further: on the % scale 0 is the no-effect control and ±100 the full control effect
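S3 HeLa cells stably expressing lamin A-EGFP splicing minigene plus DsRed2, 600 cells/well, 48 h compound exposure at 37C. Laser-scanning cytometry; analysed as GFP (500-530 nm)/RFP (575-640 nm) total intensity ratio; 0.5% DMSO vehicle.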
TexasRed fluor – alters Texas Red total fluorescence, flagging assay interference. TRb/SRC2 Texas Red total fluorescence interference. Potency, µM (titrated, usually from 106 µM), inactives show at the top dose fluorescence change, negative = quenching. 0.29% of 280,000 active. AID 1479; active means well fitted curve in either direction with a large enough effect; inconclusive means small, poorly fitted or top-dose-only effect; further: on the % scale 0 is the no-effect control and ±100 the full control effect
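Human TRb ligand-binding domain at 0.6 uM with 20 nM Texas Red SRC2 peptide in Tris buffer containing 1 uM T3 and 5% DMSO, incubated with compound 5 h at ambient temperature. Total fluorescence (555/632 nm) calculated as parallel + 2 × perpendicular.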
TRb SRC2 PPI – inhibitors of human thyroid hormone receptor beta-SRC2 interaction. P10828. TRbeta-SRC2 peptide binding, fluorescence polarization; receptor liganded with 1 µM T3. Potency, µM (doses to about 106 µM), inactives show top-dose activity change, negative = inhibition, most hits filed as inhibitors. 0.065% of 280,000 active. AID 1469;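 further: plate controls were bound peptide for no effect and peptide without receptor for full effect; nearly all actives have a fitted effect of over 50% in size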
Target sequence (P10828 whole entry, looked up): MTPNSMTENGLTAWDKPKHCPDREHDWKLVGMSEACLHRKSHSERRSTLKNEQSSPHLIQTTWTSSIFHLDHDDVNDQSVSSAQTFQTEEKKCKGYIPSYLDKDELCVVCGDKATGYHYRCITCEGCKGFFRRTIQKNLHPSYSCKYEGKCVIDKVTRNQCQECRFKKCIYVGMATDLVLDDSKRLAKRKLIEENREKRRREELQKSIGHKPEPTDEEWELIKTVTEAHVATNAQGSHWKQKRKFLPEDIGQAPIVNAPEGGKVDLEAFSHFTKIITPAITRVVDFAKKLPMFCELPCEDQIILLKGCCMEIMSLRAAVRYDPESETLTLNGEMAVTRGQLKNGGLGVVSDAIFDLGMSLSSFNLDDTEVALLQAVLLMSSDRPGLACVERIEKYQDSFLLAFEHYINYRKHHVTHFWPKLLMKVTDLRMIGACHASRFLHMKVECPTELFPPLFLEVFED
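Assay buffer: 20 mM Tris-HCl, 100 mM NaCl, 10% glycerol, 1 mM EDTA, 0.01% NP-40, 1 mM DTT, 1 uM T3, 5% DMSO; TRb LBD 0.6 uM, Texas Red SRC2 20 nM; FP after 5 hr.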
GoLoco inh red – RGS12 GoLoco-Gai1 interaction inhibition | P63096 | AID 880 | 0.44% of 230,000 active | Gai1:RGS12 GoLoco peptide FP, rhodamine, 10 min | Potency, µM (series often up to 61.6 µM), for inactives: top-dose activity, negative = inhibition, usual class: inhibitors; active means well fitted inhibition curve with a large enough effect, not every such curve was filed as active; inactive means no such curve, though single readings can be large or run the other way; further: on the % scale 0 is the no-effect control and ±100 the full control effect; nearly all actives have a fitted effect of over 30% in size; many of its hits are not listed in these tables
ALDH1A1 block – ALDH1A1 (human) enzyme inhibition | Purified ALDH1A1, NADH fluorescence, propionaldehyde substrate | Potency, µM (doses to about 75.3 µM), inactives show at the top dose activity, negative = inhibition, most hits filed as inhibitors | 7.3% of 220,000 active | AID 1030; active means well fitted inhibition curve with a large enough effect, not every such curve was filed as active; inconclusive means small, poorly fitted or top-dose-only effect, or another doubt; inactive means no such curve, though single readings can be large or run the other way;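 further: plate controls were no enzyme wells and a reference inhibitor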
Target sequence (P00352 whole entry, looked up): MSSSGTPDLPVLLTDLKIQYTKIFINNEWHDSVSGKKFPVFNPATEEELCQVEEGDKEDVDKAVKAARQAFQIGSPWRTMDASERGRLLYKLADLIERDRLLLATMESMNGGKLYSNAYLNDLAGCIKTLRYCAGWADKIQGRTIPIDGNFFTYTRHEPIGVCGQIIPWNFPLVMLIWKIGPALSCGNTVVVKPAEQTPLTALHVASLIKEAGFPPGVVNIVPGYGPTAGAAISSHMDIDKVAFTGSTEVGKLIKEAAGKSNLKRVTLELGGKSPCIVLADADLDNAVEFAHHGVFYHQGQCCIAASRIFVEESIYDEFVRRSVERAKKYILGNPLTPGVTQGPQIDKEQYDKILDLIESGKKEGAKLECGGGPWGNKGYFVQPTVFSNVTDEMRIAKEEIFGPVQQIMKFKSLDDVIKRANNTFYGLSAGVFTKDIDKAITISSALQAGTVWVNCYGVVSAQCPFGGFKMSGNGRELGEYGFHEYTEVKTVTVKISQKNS
Numbers without * were called inactive; & = joins results of further samples; ! = not confirmed by another sample; [ ] = dose if it differs, or a comment. Unless noted, the call rests on the fitted dose curve; in most records, active means well fitted curve in the direction sought with a large enough effect; inconclusive means small, poorly fitted or top-dose-only effect, or another doubt; inactive means no such curve, though single readings can be large; an effect the other way counts as inactive or inconclusive. Potency means the concentration at half of the fitted maximal effect. A portion of the library; count on the stated rates, not on these rows.

How did CCCn1c(=O)c2ccccc2n2c(SCC(=O)c3ccccc3)nnc12 do in these assays?
KDM4E inh: 0%; RECQ1 helicase: -1%; SMN2 splice enh: 13%; LMNA splice mod: 0%; TexasRed fluor: -2%; TRb SRC2 PPI: 0%; GoLoco inh red: 9%; ALDH1A1 block: -16%

What do the screens show for `O=C(NCCNC(=O)c1cccs1)c1ccco1`?
KDM4E inh: 7%; RECQ1 helicase: 0%; SMN2 splice enh: 2%; LMNA splice mod: 20%; TexasRed fluor: -6%; TRb SRC2 PPI: 1%; GoLoco inh red: 9%; ALDH1A1 block: 11%

How did Cc1cccc(NC(=O)CC2C(=O)NC3CCCCC3N2C(=O)c2ccccc2Cl)c1 (configuration not stated) do in these assays?
KDM4E inh: -5%; RECQ1 helicase: 30%; TexasRed fluor: -1%; TRb SRC2 PPI: -4%; GoLoco inh red: -3%

What do the screens show for `COc1ccccc1C(=O)NC(=O)Nc1nc(-c2ccccc2)cc(C(F)(F)F)n1`?
KDM4E inh: inconclusive; RECQ1 helicase: -1%; TexasRed fluor: -4%; TRb SRC2 PPI: 4%; GoLoco inh red: 3%

Results for COc1ccc(-c2cc3nc(-c4ccccc4)cc(N4CCC(O)CC4)n3n2)cc1 ?
KDM4E inh: inconclusive; RECQ1 helicase: inactive; LMNA splice mod: 5%[46 µM]; TexasRed fluor: -1%; TRb SRC2 PPI: -6%; GoLoco inh red: 0%; ALDH1A1 block: inconclusive

What do the screens show for `O=C1CC(c2ccccc2)CC(O)=C1C=NCCCO` (configuration not stated)?
KDM4E inh: 0%; RECQ1 helicase: inactive; SMN2 splice enh: -13%; LMNA splice mod: -3%; TexasRed fluor: -4%; TRb SRC2 PPI: -3%; GoLoco inh red: 0%; ALDH1A1 block: -8%

How did COc1ccccc1C(=O)N/C(=C/c1cccc([N+](=O)[O-])c1)C(=O)Nc1cccc(C(=O)O)c1 do in these assays?
KDM4E inh: -3%; RECQ1 helicase: -14%; SMN2 splice enh: -17%; TexasRed fluor: -9%; TRb SRC2 PPI: 2%; GoLoco inh red: 5%; ALDH1A1 block: -7%

Results for CS(=O)(=O)c1cccc(C(=O)NC(c2ccccc2)c2ccccc2)c1 ?
KDM4E inh: 0%; RECQ1 helicase: 8%; SMN2 splice enh: inconclusive; LMNA splice mod: -4%; TexasRed fluor: -3%; TRb SRC2 PPI: 1%; GoLoco inh red: 16%; ALDH1A1 block: inconclusive

How did COCCn1c(SCC(=O)N2CCCC2)nnc1C(C)C do in these assays?
KDM4E inh: 4%; RECQ1 helicase: -5%; SMN2 splice enh: -15%; LMNA splice mod: 11%; TexasRed fluor: 0%; TRb SRC2 PPI: 1%; GoLoco inh red: -5%; ALDH1A1 block: 0%

Results for NC(=O)N/N=C/c1coc2ccc3ccccc3c2c1=O ?
KDM4E inh: -24%; RECQ1 helicase: inactive; LMNA splice mod: -3%[46 µM]; TexasRed fluor: -2%; TRb SRC2 PPI: -3%; GoLoco inh red: 1%; ALDH1A1 block: -10%

What do the screens show for `O=C1NC(=O)C(c2ccccc2[N+](=O)[O-])=C1Nc1ccc(O)c(Cl)c1`?
KDM4E inh: -2%&-8%; RECQ1 helicase: -23%&-13%; SMN2 splice enh: -89%[inhibitor]; LMNA splice mod: inconclusive; TexasRed fluor: -21%&-6%&-1%; TRb SRC2 PPI: 2%&-3%&-9%; GoLoco inh red: -35%&-16%&-5%; ALDH1A1 block: 28µM*!

How did Cc1nnsc1C(=O)NC(C)c1ccccc1 (configuration not stated) do in these assays?
KDM4E inh: 11%; RECQ1 helicase: -1%; SMN2 splice enh: 13%; TexasRed fluor: 1%; TRb SRC2 PPI: 9%; GoLoco inh red: 1%; ALDH1A1 block: 3%

How did Cc1c(NC(=O)CSc2nnc3sc4ccccc4n23)c(=O)n(-c2ccccc2)n1C do in these assays?
KDM4E inh: 0%; RECQ1 helicase: -17%; SMN2 splice enh: -6%; LMNA splice mod: 14%; TexasRed fluor: 1%; TRb SRC2 PPI: -5%; GoLoco inh red: -2%; ALDH1A1 block: 0%

Results for CCOc1ccccc1N1CCN(S(=O)(=O)CC)CC1 ?
KDM4E inh: 0%; RECQ1 helicase: -14%; SMN2 splice enh: -15%; LMNA splice mod: -1%; TexasRed fluor: 1%; TRb SRC2 PPI: 4%; GoLoco inh red: -5%; ALDH1A1 block: inconclusive

How did CC(=O)c1cc(F)c(N2CCCCCC2)cc1C do in these assays?
KDM4E inh: -5%; RECQ1 helicase: inactive; SMN2 splice enh: 1%; LMNA splice mod: -2%; TexasRed fluor: 3%; TRb SRC2 PPI: 0%; GoLoco inh red: 5%; ALDH1A1 block: 8%

What do the screens show for `COCCCn1c2nc3ccccc3nc2c2c(=O)n(Cc3ccc(Cl)cc3)c(C)nc21`?
KDM4E inh: inconclusive; RECQ1 helicase: -3%; LMNA splice mod: 3%; TexasRed fluor: -1%; TRb SRC2 PPI: 1%; ALDH1A1 block: inconclusive

What do the screens show for `Cn1c(=O)n(C)c(=O)n(CC(=O)N2CCCCC2)c1=O`?
KDM4E inh: 10%; RECQ1 helicase: -10%; SMN2 splice enh: 1%; LMNA splice mod: -2%; TexasRed fluor: -3%; TRb SRC2 PPI: -6%; GoLoco inh red: -7%; ALDH1A1 block: 4%

How did O=[N+]([O-])c1cc(CN2CCCC2)ccc1Sc1ccc(Cl)cc1 do in these assays?
KDM4E inh: -4%; RECQ1 helicase: inactive; SMN2 splice enh: -23%; LMNA splice mod: -12%[46 µM]; TexasRed fluor: -6%; TRb SRC2 PPI: -5%; GoLoco inh red: 18%; ALDH1A1 block: 1%

How did CS(=O)(=O)N1CCN(C(=O)c2cc(-c3cccnc3)nc3ccc(Cl)cc23)CC1 do in these assays?
KDM4E inh: -15%; RECQ1 helicase: 15%; SMN2 splice enh: -5%; TexasRed fluor: -2%; TRb SRC2 PPI: -15%; GoLoco inh red: -18%; ALDH1A1 block: -9%

Results for Cc1ccc2cc(C#N)c(N3CCCN(C(=O)C4CCCO4)CC3)nc2c1 (configuration not stated) ?
KDM4E inh: inconclusive; RECQ1 helicase: 17%; SMN2 splice enh: -19%; LMNA splice mod: 12%; TexasRed fluor: -1%; TRb SRC2 PPI: -2%; GoLoco inh red: 7%; ALDH1A1 block: inconclusive

How did COc1ccc(-n2cnc3cc(NCc4ccccn4)ccc32)cc1 do in these assays?
KDM4E inh: 7%; RECQ1 helicase: -1%; SMN2 splice enh: -8%; LMNA splice mod: 0%; TexasRed fluor: -1%; TRb SRC2 PPI: 1%; GoLoco inh red: 5%; ALDH1A1 block: -12%

How did C/C(=N\S(=O)(=O)c1ccc(C)cc1)NC(=S)Nc1ccccc1 do in these assays?
KDM4E inh: 10%; RECQ1 helicase: 2%; SMN2 splice enh: 13%; LMNA splice mod: -1%[46 µM]; TexasRed fluor: -1%; TRb SRC2 PPI: -3%; GoLoco inh red: 8%; ALDH1A1 block: inconclusive

How did CC(=O)N/C(=C/c1ccc2c(c1)OCO2)C(=O)O do in these assays?
KDM4E inh: inconclusive; RECQ1 helicase: 11%; TexasRed fluor: -2%[53 µM]; TRb SRC2 PPI: -6%[53 µM]; GoLoco inh red: 2%; ALDH1A1 block: 0%

What do the screens show for `COC(=O)CN1C(c2ccccc2)=Nc2ccc(Cl)cc2C1c1ccccc1` (configuration not stated)?
KDM4E inh: 5%; RECQ1 helicase: inactive; SMN2 splice enh: -4%; LMNA splice mod: inconclusive; TexasRed fluor: 2%; TRb SRC2 PPI: -6%; GoLoco inh red: -7%; ALDH1A1 block: 6%

What do the screens show for `O=C(NCC1CCCO1)C(c1cccs1)N(C(=O)c1ccc(-c2ccccc2)[nH]1)C1CCCC1` (configuration not stated)?
KDM4E inh: 5%; RECQ1 helicase: -1%; SMN2 splice enh: 6%[1.84 µM]; LMNA splice mod: 26%; TexasRed fluor: -2%; TRb SRC2 PPI: 10%; GoLoco inh red: 167%[activator]; ALDH1A1 block: inconclusive

Results for Cc1onc(-c2ccccc2)c1C(=O)c1c[nH]c(C(=O)NCc2ccccn2)c1 ?
KDM4E inh: 6%; RECQ1 helicase: -8%; SMN2 splice enh: -54%[inhibitor]; LMNA splice mod: 18%[46 µM]; TexasRed fluor: 0%; TRb SRC2 PPI: 7%; GoLoco inh red: 2%; ALDH1A1 block: -13%

What do the screens show for `C=CCNC(=S)N(C1CCCCC1)C1CCCCC1`?
KDM4E inh: -13%; RECQ1 helicase: inactive; SMN2 splice enh: 7%; LMNA splice mod: -16%[46 µM]; TexasRed fluor: 2%; TRb SRC2 PPI: -4%; GoLoco inh red: 4%; ALDH1A1 block: 17%

What do the screens show for `Cc1cc2c(s1)c1cnn(CC(=O)NCCc3ccccc3)c(=O)c1n2C`?
KDM4E inh: -16%; RECQ1 helicase: -2%; SMN2 splice enh: -5%; LMNA splice mod: -1%; TexasRed fluor: -9%; TRb SRC2 PPI: 5%; GoLoco inh red: 7%; ALDH1A1 block: 3%

What do the screens show for `COc1ccccc1-c1ccc(C(=O)O)o1`?
KDM4E inh: inconclusive; RECQ1 helicase: -7%[126 µM]; SMN2 splice enh: 10%; LMNA splice mod: 0%; TexasRed fluor: -2%; TRb SRC2 PPI: 4%; GoLoco inh red: 13%; ALDH1A1 block: inconclusive

Random excerpt: two entries already listed, in no set order.
What do the screens show for `Cc1cc2c(s1)c1cnn(CC(=O)NCCc3ccccc3)c(=O)c1n2C`?
KDM4E inh: -16%; RECQ1 helicase: -2%; SMN2 splice enh: -5%; LMNA splice mod: -1%; TexasRed fluor: -9%; TRb SRC2 PPI: 5%; GoLoco inh red: 7%; ALDH1A1 block: 3%

How did C/C(=N\S(=O)(=O)c1ccc(C)cc1)NC(=S)Nc1ccccc1 do in these assays?
KDM4E inh: 10%; RECQ1 helicase: 2%; SMN2 splice enh: 13%; LMNA splice mod: -1%[46 µM]; TexasRed fluor: -1%; TRb SRC2 PPI: -3%; GoLoco inh red: 8%; ALDH1A1 block: inconclusive
